Screens as filed in PubChem BioAssay.
Mdm2-MdmX inh: inhibitors of human Mdm2/MdmX interaction; SaOS-2 split-luciferase Mdm2/MdmX complementation, luminescence; inhibition, % at 8 µM; 3% of 330,000 active; AID 485346; O15151+Q00987;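 active = inhibition of at least 50% at 8 µM in the primary screen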
APJ ag: APJ receptor agonism; P35414; CHO-K1 APJ PathHunter beta-arrestin, luminescence; 0% DMSO wells, 100% apelin; activation, % at 20 µM; 0.11% of 330,000 active;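 active = activation more than six SD over the plate average, tested at 20 µM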;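 note: 0% = DMSO alone and 100% = apelin-13 at 10 nM; some results filed as inactive read as strong as hits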
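Assay system: CHO-K1 cells stably expressing ProLink-tagged human APJ and arrestin–beta-gal acceptor. Compound dosing: 20 µM single point, 1% DMSO. Times: 16-18 h seeding, 90 min dark compound exposure, 60 min detection. Detection: beta-gal luminescence. Evaluation: APJ–arrestin association signal. Controls: negative DMSO alone, positive Apelin-13 at 10 nM.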
CCR6 antag: antagonists of human CCR6 receptor | P51684 | CHO-K1 CCR6 PathHunter beta-arrestin, luminescence, CCL20-stimulated | inhibition, % at 20 µM | 0.49% of 340,000 active | AID 493098;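 active = compounds whose inhibition of the agonist-driven luminescence signal at 20 µM reaches about 50%, limit read from the data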;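 note: cells stimulated with CCL20 at 14 nM final; plate controls were DMSO with CCL20 for no effect and DMSO without agonist for full effect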
Target sequence (P51684 whole entry, looked up): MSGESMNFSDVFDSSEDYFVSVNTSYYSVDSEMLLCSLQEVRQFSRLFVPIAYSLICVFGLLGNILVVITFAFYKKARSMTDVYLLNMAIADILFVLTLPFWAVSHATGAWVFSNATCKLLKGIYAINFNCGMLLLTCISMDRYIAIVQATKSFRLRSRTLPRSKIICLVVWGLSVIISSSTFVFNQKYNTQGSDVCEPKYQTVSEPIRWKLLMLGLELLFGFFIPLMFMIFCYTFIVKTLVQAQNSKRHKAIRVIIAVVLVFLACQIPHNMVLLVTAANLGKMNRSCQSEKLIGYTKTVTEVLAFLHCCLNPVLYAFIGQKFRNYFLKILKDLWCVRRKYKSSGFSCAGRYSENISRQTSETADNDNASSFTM
CXCR6 inh: blocks human CXCR6 beta-arrestin recruitment; inhibition, % at 20 µM; AID 602244; CHO-K1 PathHunter CXCR6 beta-arrestin, luminescence; 0.36% of 360,000 active; in the data active = inhibition above about 34%, passing the limit was not always enough;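 note: antagonist mode with CXCL16 agonist at 10 nM final; 0% = 10 nM CXCL16 with DMSO and 100% = unstimulated wells without agonist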
Target sequence (O00574 whole entry, looked up): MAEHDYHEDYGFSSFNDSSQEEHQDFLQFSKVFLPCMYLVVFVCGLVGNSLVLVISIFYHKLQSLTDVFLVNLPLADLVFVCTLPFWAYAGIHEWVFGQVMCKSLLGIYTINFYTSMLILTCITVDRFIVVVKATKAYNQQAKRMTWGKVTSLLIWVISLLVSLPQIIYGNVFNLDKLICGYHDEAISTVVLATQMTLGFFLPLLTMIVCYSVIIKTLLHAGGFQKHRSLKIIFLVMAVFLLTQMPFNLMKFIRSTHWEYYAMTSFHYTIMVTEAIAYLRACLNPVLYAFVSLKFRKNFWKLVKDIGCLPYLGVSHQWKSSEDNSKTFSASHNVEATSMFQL
EBI2 block: antagonists of human EBI2 receptor; P32249; EBI2 beta-arrestin recruitment, luminescence, 7a,25-OHC stimulated; inhibition, % at 5 µM; 0.81% of 360,000 active; AID 651636; in the data active = inhibition above about 38%;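 note: enzyme fragment complementation signal reports receptor beta-arrestin coupling in cells; 0% = agonist plus DMSO wells and 100% = wells without agonist; some results beyond the cut were filed as inactive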
Target sequence (P32249 whole entry, looked up, the tested form may be a part): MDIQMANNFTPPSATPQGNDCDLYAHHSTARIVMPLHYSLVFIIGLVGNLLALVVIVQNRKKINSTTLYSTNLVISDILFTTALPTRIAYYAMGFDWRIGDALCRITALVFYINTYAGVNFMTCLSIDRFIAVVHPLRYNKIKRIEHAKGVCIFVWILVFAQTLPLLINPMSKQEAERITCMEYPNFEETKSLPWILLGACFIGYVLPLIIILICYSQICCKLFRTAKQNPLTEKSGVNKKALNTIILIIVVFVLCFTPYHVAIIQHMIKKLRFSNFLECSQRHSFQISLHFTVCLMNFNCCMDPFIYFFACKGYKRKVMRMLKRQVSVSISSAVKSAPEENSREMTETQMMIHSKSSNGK
XBP1 UPR activ: activators of adaptive arm of unfolded protein response (XBP1) | CHO-XBP1 luciferase reporter, IRE1-XBP1 UPR activation, luminescence; percent of tunicamycin response, DMSO as zero | activation, % at 20 µM | 0.33% of 330,000 active | AID 463104;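 active = versus positive control, 20 µM dose yields 30% or more activation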;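 note: 100% = tunicamycin at 10 µg/mL and 0% = DMSO only wells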
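Test system: CHO-XBP1 luciferase reporter cells | Buffer or medium: Serum-containing F12 medium, 10% FBS | Schedule: 6 h compound exposure at 37 °C, 5% CO2 | Detection: Steady-Glo luciferase glow luminescence, 10 min after reagent addition | Read-out basis: Activation, % of tunicamycin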
APJ antagonist: blocks the human apelin receptor APJ. P35414. CHO-K1 APJ beta-arrestin complementation, luminescence. inhibition, % at 20 µM. 0.32% of 330,000 active;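 active = inhibition above about 40% at 20 µM, limit read from the data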;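 note: cells challenged with 10 nM apelin-13 agonist together with compound; plate controls were apelin-13 plus DMSO wells for no effect and DMSO wells lacking apelin-13 for full effect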
tim23-1 inh: growth inhibitors of tim23-1 mutant yeast; inhibition, % at 20 µM; S. cerevisiae tim23-1 growth, BacTiter-Glo luminescence, 24 h; 1.3% of 330,000 active;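 active = growth inhibition of the mutant yeast at or above 50%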;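 note: temperature-sensitive mutant grown at 25 °C; plate controls were DMSO-treated mutant yeast for no effect and medium wells lacking yeast for full effect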
UPR CHOP act: apoptotic UPR (CHOP) activation; 0.34% of 330,000 active; CHO-CHOP luciferase reporter, luminescence; percent of tunicamycin response over DMSO baseline; activation, % at 10 µM;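 active = at 10 µM dose, activation of 40% or more, normalized to positive control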;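 note: 100% = tunicamycin at 10 µg/mL and 0% = DMSO alone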
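measured by = luciferase luminescence | assay system = CHO-CHOP cells, stable luciferase reporter of PERK-eIF2a-CHOP signalling | amount = 500 reporter cells seeded per well | timing = 6 h compound exposure at 37 °C after overnight seeding | controls = positive tunicamycin 10 µg/mL, negative DMSO alone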
The depositor's hits bear a star. These rows are one share of the data, so the mix of outcomes need not match the whole.

Screens in order: Mdm2-MdmX inh	APJ ag	CCR6 antag	CXCR6 inh	EBI2 block	XBP1 UPR activ	APJ antagonist	tim23-1 inh	UPR CHOP act
CN(C(=O)CSc1nc2cc(C(=O)O)ccc2c(=O)n1Cc1ccccc1)C1CCS(=O)(=O)C1 (stereo unspecified)
 : -2	-3	5	7	-18	0	13	0	-0.7
Cc1ccc(C)c(S(=O)(=O)N2CCN(C(C)C(=O)Nc3ccccc3-c3ccccc3)CC2)c1 (stereo unspecified)
 : 35	-5	10	-1	12	-5	5	16	1.6
COc1ccc(NC(=O)COc2nc(N(C)C)nc(N(C)C)n2)cc1
 : -26	-1	12	1	-10	0	-13	5	0.3
CCC1(c2ccc(C)cc2)NC(=O)N(C(C)C(=O)Nc2ccc(N3CCOCC3)cc2)C1=O (stereo unspecified)
 : -8	-1	7	2	14	-2	-1	13	-1.0
CNS(=O)(=O)c1cccc(C(=O)OC2CCOC2=O)c1 (stereo unspecified)
 : 8	-3	-6	-6	2	-7	5	13	-2.4
COc1ccc(C)cc1NC(=O)CN1CCN(c2ccccn2)CC1
 : 7	-1	18	3	5	5	12	21	-1.9
Cc1cccc(Nc2cc(=O)[nH]c(=O)[nH]2)c1C
 : 4	1	2	-4	-1	0	-21	5	-1.7
COc1ccc(Cc2nnc(SC(C)C(=O)Nc3ccc(C(N)=O)cc3)o2)cc1 (stereo unspecified)
 : -12	1	0	2	-4	-2	-40	10	2.4
Cc1nn(CCC(=O)NNC(=S)Nc2cccc(Cl)c2)c(C)c1[N+](=O)[O-]
 : -28	-7	25	13	1	-1	37	6	-0.9
CN1CCN(CC(=O)N2c3ccccc3C(C)(c3ccccc3)CC2(C)C)CC1 (stereo unspecified)
 : 39	-1	9	16	12	2	-12	15	-0.6
CCCCCC(=O)N=Nc1c(O)[nH]c2ccc([N+](=O)[O-])cc12
 : 13	-4	13	8	2	0	16	0	1.9
COc1cccc(C=Nc2cccc3c(=O)[nH][nH]c(=O)c23)c1O
 : 31	-1	5	-7	2	0	27	14	0.9
O=C(/C=C/c1cccs1)Nc1ccc(Br)cn1
 : -69	-2	3	-4	-8	9	14	0	6.0
COCCNC(=S)N/N=C/c1ccc(-c2ccc([N+](=O)[O-])cc2)o1
 : 1	0	3	2	10	-2	-20	-2	1.9
O=C(N/N=C/c1ccc([N+](=O)[O-])cc1)c1ccccc1OCc1ccccc1
 : 21	7	-4	-5	29	-1	-45	-12	1.8
CC(=O)C(C(C)=O)C(c1ccccc1)c1nc2ccccc2[nH]c1=O (stereo unspecified)
 : 13	2	12	5	5	3	2	-7	-1.5
CC1CN(c2ccc([N+](=O)[O-])c(NCCOc3ccccc3)c2)CCN1 (stereo unspecified)
 : 34	0	15	-3	-2	5	19	24	0.0
O=C(Nc1ccc(F)c(F)c1)C1CCCN(S(=O)(=O)c2cnc[nH]2)C1 (stereo unspecified)
 : 1	-3	-15	-8	-3	0	-82	-11	0.0
Cc1ccc(Nc2nc(N)c([N+](=O)[O-])c(N3CCOCC3)n2)cc1
 : 9	1	6	-2	-7	4	1	-7	0.6
O=C(Nc1ccccn1)c1ccco1
 : -11	-6	-10	1	-5	4	-7	-9	2.8
CCCS(=O)(=O)N1CCC(C(=O)NCCCOC(C)C)CC1
 : 12	-1	-8	-4	-1	-2	6	15	-1.1
O=c1sc(N2CCN(c3ccc(F)cc3)CC2)nc2ccsc12
 : -108	-3	15	12	6	3	12	-11	3.2
CCCCCn1cnc2c(sc3nc4c(cc32)CSC(C)(C)C4)c1=O
 : -23	2	-5	-10	15	-1	2	25	7.0
Nc1c(-c2ccccc2)cnn1-c1cccc([N+](=O)[O-])c1
 : -58	1	20	0	-12	9	8	17	4.9
CSCc1ccc(C(=O)NC(C)c2ccc(-n3ccnc3)cc2)cc1 (stereo unspecified)
 : -20	-1	-2	-16	12	-1	-1	10	2.2
COc1ccc(NC(=O)c2oc3ccccc3c2NC(=O)C2CCCO2)cc1OC (stereo unspecified)
 : -3	0	14	5	3	5	-4	26	2.2
COC(=O)Nc1ccccc1C(=O)N1CCC(O)(c2ccc(Cl)cc2)CC1
 : -6	-2	7	6	-5	0	5	12	-0.1
CCN1CCN(C(=S)Nc2cc(S(=O)(=O)N(CC)CC)ccc2C)CC1
 : 2	0	0	-5	-1	-7	15	11	-0.3
COC(=O)C1=C(C(=O)OC)[C@@H]2N(Cc3ccccc3)c3ccccc3[C@@]23C[C@@H](C(=O)OC)N(C(=O)COCc2ccccc2)C3=N1
 : 63*	2	7	4	2	4	18	37	18
COc1ccc(N2CCN(C(=O)CSc3nnc(C)c(=O)[nH]3)CC2)cc1
 : -14	1	4	-1	-11	-4	7	7	-1.6
O=C(c1nc2ccccn2c1CN1CCCC(c2nc3ccccc3o2)C1)N1CCCC1 (stereo unspecified)
 : -38	1	9	0	6	2	6	19	-0.7
Cc1ccccc1OCC(=O)NS(=O)(=O)c1ccc(Cl)cc1
 : -1	-4	6	0	-2	0	2	-13	-2.4
CCSc1cc(C)nc2c(-c3ccccc3)cnn12
 : -127	-4	12	16	7	1	13	20	2.2
Cc1nnc(NS(=O)(=O)c2ccc(Br)cc2)s1
 : -13	-2	-7	3	-3	-4	-10	4	0.8
CCn1c(CCNC(=O)c2ccc(OC)c(OC)c2)nc2ccccc21
 : 23	-3	-14	2	2	-1	0	4	1.4
CCCCn1c(=O)c(CCC(=O)OCC(=O)NC(=O)NCCOC)nc2ccccc21
 : 8	-3	-9	-6	2	4	5	8	-1.3
COC(=O)Cn1nc(C)c2ccccc2c1=O
 : 4	0	-3	2	-1	2	17	11	-1.0
COc1cc(OC)c(C(=O)OCC(=O)NCCC2=CCCCC2)cc1OC
 : 11	2	12	-10	-17	4	-41	15	0.3
COc1ccc(CNC2CCCCC2)cc1
 : 7	-4	-20	-6	-7	-2	-2	-2	-2.1
CCCN(CC(=O)Nc1ccccc1C)C(=O)c1ccc(OCc2c(C)noc2C)cc1
 : 7	-3	6	-3	3	3	19	1	2.2
O=C(NC1CCCCC1)c1cc([N+](=O)[O-])ccc1N1CCCCC1
 : 4	-6	11	0	8	-3	18	20	0.6
Cc1ccc(C(=O)NC(=S)N2CCN(c3ccccc3F)CC2)cc1
 : 14	-1	18	15	-10	1	-2	29	-1.9
Cc1cc2nc3n(c2cc1C)CC1CC(C(=O)NCC2CC2)N(C)C31 (stereo unspecified)
 : -5	1	-5	-6	-9	0	-20	8	3.2
CC(C(=O)Nc1ccc(C#N)cc1)N(C)CC(=O)N(C)c1c(N)n(Cc2ccccc2)c(=O)[nH]c1=O (stereo unspecified)
 : 38	1	11	-1	6	-1	1	0	-0.8
O=C(NCc1ccccn1)c1ccc(Cl)c(S(=O)(=O)N2CCOCC2)c1
 : 16	0	10	-2	-1	-4	16	2	-0.3
COc1ccc(-c2nn(-c3ccccc3)cc2/C=N/O)cc1OC
 : 28	-2	0	-7	-2	3	7	27	3.3
COc1ccc(CCCC(=O)N/N=C/c2ccccc2OC)cc1
 : 9	-2	21	-6	4	0	7	24	0.7
CC(C)(C)c1cc(NC(=O)c2cccc(S(=O)(=O)N3CCOCC3)c2)no1
 : 25	-1	0	2	-2	-4	-16	19	-1.0
CCCCCN(C(=O)COC(=O)COc1c(C)cc(C)cc1C)c1c(N)n(CCCC)c(=O)[nH]c1=O
 : 19	-1	7	15	4	-2	-10	1	2.4
COc1ccccc1-n1ccnc(SCC(=O)NCc2ccccc2Cl)c1=O
 : -3	-5	3	9	0	0	11	17	-0.2
Cc1ccc(NC(=O)CN2CCC(NC(=O)Cc3ccccc3)CC2)cc1C
 : 1	4	4	0	-4	-3	14	-25	-1.4
COc1ccc(N2CCN(C(=O)CCc3nnc4ccc(N5CCC(C)CC5)nn34)CC2)cc1
 : 12	-3	-7	2	10	-5	13	18	-0.5
S=C(c1cccs1)N1CCCC1
 : 0	-4	1	0	6	1	13	-2	-1.6
O=C(NCC1OCCc2ccccc21)c1ccc(NC(=O)c2ccccc2Cl)cc1 (stereo unspecified)
 : 18	0	3	-1	1	-1	-11	-8	-0.2
CN(CCOc1ccc(Cl)cc1)C(=O)Cc1ccc(S(=O)(=O)N2CCOCC2)s1
 : 13	-2	13	3	5	-5	-9	18	-0.7
CCOc1cc(S(=O)(=O)Nc2ccc(Cl)cn2)ccc1Cl
 : -1	4	-5	-10	-4	0	-11	4	0.9
CC1CN(Cc2nc3c(c(=O)[nH]c(=O)n3C)n2CC(N)=O)CC(C)O1 (stereo unspecified)
 : 17	-2	0	8	-10	2	16	7	0.5
C=CCn1c(-c2ccc(Cl)cc2)ccc(C#N)c1=O
 : 1	-3	5	3	14	6	-5	18	-0.1
O=C(Nc1ccccc1)c1ccccc1NC(=O)c1ccccc1[N+](=O)[O-]
 : 19	1	12	-1	-9	2	-12	33	-0.2
O=C(COc1ccccc1Cl)NCCNC(=O)c1cnccn1
 : -11	-2	17	0	-6	-4	6	3	0.6

Continued; it opens with the 2 that closed the last part.
Screens in order: Mdm2-MdmX inh	APJ ag	CCR6 antag	CXCR6 inh	EBI2 block	XBP1 UPR activ	APJ antagonist	tim23-1 inh	UPR CHOP act
O=C(Nc1ccccc1)c1ccccc1NC(=O)c1ccccc1[N+](=O)[O-]
 : 19	1	12	-1	-9	2	-12	33	-0.2
O=C(COc1ccccc1Cl)NCCNC(=O)c1cnccn1
 : -11	-2	17	0	-6	-4	6	3	0.6
CCc1noc(C)c1C(=O)N1CCN(S(=O)(=O)c2ccc(Br)cc2Cl)CC1
 : 27	0	15	-2	-2	-2	4	16	3.7
CN1CCN(c2ccc(NC(=O)c3ccc(-c4ccc(Br)cc4)o3)cc2)CC1
 : 77*	3	18	-2	10	0	-10	-176	5.2
O=C(CCCn1ncn2c(cc3occc32)c1=O)NCc1ccccc1F
 : 7	1	-10	4	-14	22	16	23	1.1
Cc1c(C(=O)O)oc2c(F)cccc12
 : 1	-4	-14	-2	-1	0	7	-7	0.5
Cc1noc(C)c1NC(=O)N(C)C[C@H]1Oc2ccc(NC(=O)CCN3CCOCC3)cc2C(=O)N([C@H](C)CO)C[C@@H]1C
 : -20	-2	-2	-3	-13	0	3	-10	0.0
C[C@@H]1CC=C[C@H]2[C@H]1C(=O)N(Cc1ccccc1)[C@H]2c1ccc(Br)cc1F
 : 39	2	23	-1	2	0	0	14	-0.7
COc1ccc(C2=NN(CC(=O)Nc3cc(C)ccc3C)C(=O)CC2)cc1
 : 4	-6	5	10	3	-1	-18	9	-0.9
CC[C@@]12C(=O)N(c3cccc(Br)c3)C(=O)N1[C@H](c1ccc(OC)cc1)[C@@H]1C(=O)N(C(C)(C)C)C(=O)[C@@H]12
 : 12	7	-6	4	12	-1	12	-7	0.5
CCOC(=O)c1c(NC(=O)C2=C(C)NC(=S)NC2c2ccc(F)cc2)sc(C)c1C (stereo unspecified)
 : 42	-2	11	-2	82*	1	17	26	0.3
